Screens: PubChem BioAssay, several laboratories
NadD inh: blocks S. aureus nicotinate mononucleotide adenylyltransferase. purified NadD enzyme, colorimetric absorbance read-out. AID 602399. inhibition, % at 20 µM. actives 0.78% (n = 360,000); in the data active means inhibition above about 26%; further: some compounds past the cut are filed as inactive
Neddylation inh: inhibitors of human cullin neddylation; P61081+Q13564; TR-FRET cullin neddylation, biochemical; calls only at 25 µM; actives 0.58% (n = 360,000); in the data active means inhibition above about 36%
Target sequence (P61081 whole entry, looked up): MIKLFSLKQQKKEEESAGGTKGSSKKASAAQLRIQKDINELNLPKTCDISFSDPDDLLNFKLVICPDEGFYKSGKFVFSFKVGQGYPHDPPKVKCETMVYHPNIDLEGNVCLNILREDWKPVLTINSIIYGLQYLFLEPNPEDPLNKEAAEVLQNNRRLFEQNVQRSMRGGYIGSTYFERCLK
Target sequence (Q13564 whole entry, looked up): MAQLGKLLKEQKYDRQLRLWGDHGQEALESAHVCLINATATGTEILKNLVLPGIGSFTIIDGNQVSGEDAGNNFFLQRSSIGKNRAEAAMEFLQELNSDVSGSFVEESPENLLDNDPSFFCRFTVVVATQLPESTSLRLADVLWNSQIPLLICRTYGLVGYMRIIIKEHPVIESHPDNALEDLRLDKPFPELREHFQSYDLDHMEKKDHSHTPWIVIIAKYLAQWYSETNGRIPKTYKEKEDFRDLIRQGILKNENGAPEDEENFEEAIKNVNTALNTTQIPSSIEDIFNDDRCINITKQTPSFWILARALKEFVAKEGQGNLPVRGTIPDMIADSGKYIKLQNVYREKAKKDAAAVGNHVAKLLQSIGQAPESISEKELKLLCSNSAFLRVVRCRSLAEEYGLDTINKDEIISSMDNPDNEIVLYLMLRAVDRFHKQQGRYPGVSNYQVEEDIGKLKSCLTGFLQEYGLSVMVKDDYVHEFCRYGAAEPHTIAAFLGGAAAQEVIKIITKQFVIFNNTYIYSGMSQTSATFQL
CSN deneddyl inh: CSN deneddylation inhibition; inhibition, % at 12.5 µM; Purified CSN, SCF-Nedd8-OG deneddylation, fluorescence polarization; AID 651999; actives 0.38% (n = 360,000);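 active means pattern-corrected inhibition above about 35%, with an unprinted fluorescence ratio check between 0.5 and 1.5, limit read from the data, passing the limit was not always enough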;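 further: 0% = enzyme with substrate and 100% = substrate without enzyme; some results filed as inactive read as strong as hits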
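Assay system: HEK293T-derived human Csn5 enzyme; quantity: 0.24 nM enzyme; medium: Tris/NaCl/DTT buffer, pH 7.5; also added: substrate SCFSkp2-Nedd8OG, 10 nM; doses: 12.5 µM compound; schedule: 90 min reaction at room temperature; signal: FP; read-out: % inhibition of substrate cleavage by Csn5; benchmarks: substrate-only high control, full reaction low control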
MT1-MMP act inh: blocks activation of human MT1-MMP; P50281; HT1080 RFP-PRO-GFP cells, GFP/RFP ratio fluorescence, overnight; percent of plate control window, DMSO zero; GFP/RFP ratio change, % at 20 µM; actives 0.061% (n = 360,000);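 active means GFP/RFP ratio change of at least 30% with cell ATP level not reduced by more than half and red fluorescence within 50% of control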; further: strong numbers were not always called active
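system = RFP-PRO-GFP reporter HT1080 cells | dosing = 20 µM single dose, 1% DMSO | timing = overnight cell settling, then overnight compound exposure, 37 °C, 5% CO2 | read-out basis = GFP/RFP fluorescence ratio | controls = DMSO and RFP-L50D-GFP cell wells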
SKN-1 inh: blocks SKN-1 activity in C. elegans; actives 0.49% (n = 360,000); C. elegans VP596 Pgst-4::GFP/RFP ratio, acrylamide-induced, 24 h; inhibition, % at 21.8 µM; AID 624304;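 active means interference check ratio from 0.5 to 1.5 plus GFP to RFP signal ratio inhibition reaching or exceeding a fixed threshold, cut at about 30% in these data, passing the limit was not always enough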; further: some compounds called inactive have numbers as strong as hits
Rpn11 inh: Rpn11 (human) deubiquitinase inhibition; O00487; human 26S proteasome, Ub4-pepOG fluorescence polarization; 20S core pre-blocked with epoxomicin; calls only at 20 µM; actives 0.59% (n = 360,000); AID 588493;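 active means inhibition at 20 µM, scaled to each plate's controls, above about 33%, limit read from the data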
Target sequence (O00487 whole entry, looked up): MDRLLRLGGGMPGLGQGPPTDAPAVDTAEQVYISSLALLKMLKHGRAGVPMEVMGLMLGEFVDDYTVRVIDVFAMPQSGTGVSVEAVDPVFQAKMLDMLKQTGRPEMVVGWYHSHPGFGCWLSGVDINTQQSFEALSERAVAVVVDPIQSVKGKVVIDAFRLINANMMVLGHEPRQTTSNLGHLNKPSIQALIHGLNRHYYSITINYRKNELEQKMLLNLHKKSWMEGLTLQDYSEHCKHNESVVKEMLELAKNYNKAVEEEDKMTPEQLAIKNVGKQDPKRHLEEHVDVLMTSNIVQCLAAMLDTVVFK
MLLE-PAM2 inh: blocks PAM2 peptide binding to the PABP1 MLLE domain; GST-MLLE / FITC-PAM2 fluorescence polarization; P11940; AID 588489; inhibition, % at 20 µM; actives 0.36% (n = 360,000); in the data active means inhibition above about 35%, passing the limit was not always enough;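 further: plate controls were DMSO wells with GST-MLLE for no effect and wells lacking GST-MLLE protein for full effect; some results filed as inactive read as strong as hits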
FAS TE block: blocks the thioesterase domain of human fatty acid synthase; P49327; recombinant FAS-TE, OMFH fluorogenic substrate, fluorescence endpoint; inhibition, % at 15 µM; actives 0.67% (n = 360,000); AID 602261;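 active means compounds whose normalised, plate-corrected inhibition of enzyme fluorescence in the single-dose primary screen is 50% or more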;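 further: 0% = DMSO with enzyme and 100% = substrate without enzyme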
Rin1 Abl inh: inhibitors of human Rin1-Abl protein interaction; P00519+Q13671; TR-FRET Rin1/Abl binding, biochemical; inhibition, % at 7.35 µM; actives 0.4% (n = 360,000); in the data active means inhibition above about 5%, passing the limit was not always enough
Active calls of the source: *; i = inactive; nt = no result given.

SMILES	NadD inh	Neddylation inh	CSN deneddyl inh	MT1-MMP act inh	SKN-1 inh	Rpn11 inh	MLLE-PAM2 inh	FAS TE block	Rin1 Abl inh
O=C(O)c1ccccc1C(=O)OC1CC2CCC1C2 (stereo unspecified)	-5	i	1	-5	-11	i	5	-10	4
COC(=O)C1=C(C)N(C)C(=O)NC1c1cccc2ccccc12 (stereo unspecified)	7	i	5	7	22	i	3	1	0
CCOc1ccccc1NC(=O)CCCNC(=O)Cn1cnc2sc(C)c(C)c2c1=O	2	i	3	0	13	i	-6	-3	-2
Cc1nc(SCC(=O)N2CCOCC2)c2c3c(sc2n1)CCC3	-4	i	4	-6	-6	i	1	-5	-1
O=C(NCCCn1ccnc1)c1cc(Br)c(Br)s1	-7	i	3	1	7	i	18	-5	0
O=C(CCCOc1ccc(Cl)cc1Cl)Nc1ccccc1C(=O)O	-3	i	-3	4	9	i	-2	-5	1
NS(=O)(=O)c1ccc(NC(=O)CSc2ncccn2)cc1	1	i	3	1	-2	i	0	-5	-2
COc1ccc(NC(=O)CC2C(=O)N(c3cccc(OC)c3)C(=O)N2C(C)C)cc1 (stereo unspecified)	0	i	-1	2	12	i	-1	0	-5
COc1ccc(C(=O)C(=O)N2CCN(C(=O)OCc3ccccc3)CC2)cc1	nt	i	-5	0	6	nt	nt	nt	nt
Cc1noc(C)c1NC(=O)Nc1ccc2c(c1)C(=O)N([C@H](C)CO)C[C@H](C)[C@@H](CN(C)C(=O)Nc1ccc(C(F)(F)F)cc1)O2	4	i	-4	3	-2	i	-11	3	-4
O=C1CCCCCN1CP(=O)(O)CCc1ccccc1	-2	i	-4	7	2	i	-18	-10	2
COc1cc(C(=O)NCc2cc3cc(Cl)ccc3n2C)cc(OC)c1OC	-8	i	2	3	5	i	1	8	-5
Cc1ccc(C)c(S(=O)(=O)N(C)c2ccc(OC(=O)C3CCN(C(=O)Nc4ccccc4)CC3)cc2)c1	-5	i	1	4	-3	i	11	23	1
O=c1c2ccccc2n2c(-c3cccc(Cl)c3)nnc2n1Cc1ccccc1	5	i	2	-2	5	i	-9	-3	-1
CN(C)S(=O)(=O)n1cc(/C=C(\NC(=O)c2ccccc2F)C(=O)NCCCn2ccnc2)c2ccccc21	8	i	-2	1	-25	i	2	-3	0
COc1cccc(OC)c1C(=O)N1CCN(S(=O)(=O)c2ccc(C)cc2)CC1	-1	i	5	1	-14	i	-5	-3	3
COCCn1c(SCC(=O)N2CCCCCC2)nnc1-c1ccco1	6	i	-1	3	5	i	2	-4	1
COc1ccc(-n2c(O)c(/C=C3\C=Nc4ccccc43)c(=O)[nH]c2=O)cc1	2	i	10	-9	4	nt	12	-2	-1
CCOc1cc(/C=C2\C(=N)N3N=C(C)SC3=NC2=O)ccc1OCCOc1cccc(OC)c1	45*	i	4	0	6	i	5	2	0
CCc1nnc(NC(=O)C2=NN(C3CCS(=O)(=O)C3)C(=O)CC2)s1 (stereo unspecified)	0	i	-4	0	7	i	-9	-6	2
CC1(C)Cc2c(cnn2-c2cccc(F)c2)C(NC(=O)c2csnn2)C1 (stereo unspecified)	-2	i	-1	-1	0	i	12	1	5
Cc1cccc(OCC(=O)NNc2c3ccccc3nc3ccccc23)c1	9	i	-2	24	4	i	4	12	1
Cc1cc(NC(=O)CN2CCN(c3ccccc3O)CC2)no1	1	i	-2	-2	-2	i	16	-8	-4
COCCN1Cc2cccc(C(=O)NCC3CCN(CC(C)C)C3)c2C1=O (stereo unspecified)	-4	i	-4	-6	-5	i	5	-9	0
COc1cc(C(=O)NCc2nnc(SCC(=O)Nc3c(C)cc(C)cc3C)o2)cc(OC)c1OC	1	i	3	3	13	i	19	-7	4
CCC12OC(=N)C(C#N)(C1C)C(C#N)(C#N)C(c1ccccc1)O2 (stereo unspecified)	3	nt	-2	1	18	i	20	-6	1
CCn1cnc2c1c(=O)n(CC(=O)NCc1ccccc1)c(=O)n2Cc1ccccc1	-1	i	-6	6	-6	i	-1	-9	1
CCN(CC)C(=O)C1CCN(Cc2ccc(OCc3ccccc3)c(OC)c2)CC1	-6	i	-3	0	13	i	13	-5	1
O=C(Cc1cccc(C(F)(F)F)c1)NCC(c1ccco1)N1CCCCC1 (stereo unspecified)	4	i	0	0	2	i	-22	11	4
CN(C)CCNc1nc2c(c(=O)[nH]c(=O)n2C)n1CCCc1ccccc1	-3	i	9	3	-18	i	3	0	-1
O=C(/C=C/c1ccc([N+](=O)[O-])cc1)Nc1cccc(C(=O)Nc2ccccc2C(=O)O)c1	12	i	4	-16	24	i	-1	19	1
CCOC(=O)[C@]12CCC=C1N(Cc1ccc3c(c1)OCO3)C(=O)[C@H](CC(=O)N1CCSCC1)C2	2	i	-3	0	-1	nt	nt	-4	nt
COc1ccc(C(=O)Nc2ccc(C(=O)N3CCOCC3)cc2)cc1OC	-2	i	-2	1	0	i	-2	-1	-1
Cc1cc(=O)oc2cc(O)cc(OCc3ccccc3)c12	5	nt	2	-1	12	i	-5	8	-1
Cc1cc(=O)n2[nH]c(CCC(=O)O)nc2n1	-2	i	0	-3	11	i	3	-5	-2
CC1(C)Cc2c(c(N3CCCC3)nc3sc(C(=O)Nc4ccccc4)c(N)c23)CO1	26	i	-1	-4	7	i	11	33	-3
Cc1ccsc1CN(C)C(=O)CCc1nnc(COc2ccccc2)o1	7	i	1	-4	11	i	-7	-3	2
COc1ccc([N+](=O)[O-])cc1N(CC(=O)N1CCCC1)S(C)(=O)=O	1	i	-2	7	-2	i	-2	-3	-2
CC(C)(C)C(=O)Nc1c2c(nn1-c1ccc(F)cc1)CSC2	5	i	4	1	-1	i	37*	-3	5
CCOC(=O)C1CCCN(C2CC(=O)N(c3ccc(C)cc3)C2=O)C1 (stereo unspecified)	-1	i	2	1	7	i	10	-2	-2
O=C(CNc1ccc(F)cc1Cl)Nc1cccc(S(=O)(=O)N2CCCCC2)c1	-9	i	0	6	12	i	-15	27	2
O=C(CSc1nnc(NC(=O)C2CCC2)s1)Nc1ccccc1Br	-4	i	4	3	6	i	-24	-1	2
NC(=O)c1ccccc1NC(=O)CSC1=NCCS1	-4	i	4	-1	-10	i	30	-7	2
COc1ccc(-n2c(O)c(/C=N/NS(=O)(=O)c3ccc(C)cc3)c3ccccc3c2=O)cc1OC	8	i	117	-116	17	nt	i	-30	4
COc1cc(NC(=O)c2ccc(-c3cccnc3)c3ccoc23)cc(OC)c1OC	-1	i	3	3	-8	i	2	0	-3
CC(C)CCNC(=O)c1nn(Cc2ccccc2)c(=O)c2ccccc12	-8	i	1	0	20	i	-8	21	0
COc1ccc(N2CCN(C(=O)CCn3nnc4ccccc43)CC2)cc1	1	i	-2	-2	-12	i	-10	1	-2
CCOC(=O)c1c(SCCN2CCCCC2)n(-c2ccccc2)c(=S)n(-c2ccccc2)c1=O	-1	i	5	-2	6	i	22	23	4
Cc1cc(Br)ccc1OCCOCCN1CCCC1	-8	i	1	2	7	i	-9	-3	-3
COc1ccc(S(=O)(=O)N2CCN(C(=O)c3oc4ccccc4c3C)CC2)cc1	-1	i	-2	1	-2	i	4	21	0
O=C(CN1CCC(n2nnc3ccccc32)CC1)Nc1ccc2c(c1)CCC2	1	i	-4	5	-6	i	-2	18	3
CCCNC(=O)c1ccc(Cn2cc(C(F)(F)F)ccc2=O)cc1	-3	i	-14	4	5	i	10	-6	0
O=C(N/N=C/c1ccc(O)cc1)c1nc(-c2ccccc2)n(-c2ccccc2)n1	6	i	-9	4	1	i	12	-10	-5
CCc1cc(=O)oc2cc(C)cc(OCC(=O)NCc3cccnc3)c12	3	nt	-7	-2	21	i	9	-4	2
COC(=O)C1=C(C)N(Cc2ccccc2)C(=NCc2ccc(OC)cc2)N[C@H]1c1cccc(F)c1	5	i	-3	-6	8	i	-115	6	0
O=C(Nc1ccc(OC(F)(F)F)cc1)C1CCCN(S(=O)(=O)c2cccnc2)C1 (stereo unspecified)	1	i	0	-9	-29	i	12	4	0
Nc1nccnc1C(=O)OCC(=O)NNC(=O)c1ccccc1	0	nt	-2	-1	22	i	-12	0	8.2*
N#Cc1c(-c2ccccc2)nc(-c2ccncc2)[nH]c1=O	1	i	-7	2	-1	i	-4	-3	2
Cc1ccc(-c2nc3c4ccccc4ccn3c2Cc2ccccc2)cc1	12	i	3	-5	-4	i	-3	16	-2
COc1ccc(NS(=O)(=O)c2cccc(C(=O)OCC(=O)c3c(N)n(C)c(=O)n(C)c3=O)c2)cc1	8	i	-7	0	11	i	-9	7	5
COC(=O)C1=C(C)NC(=O)NC1c1ccc(N2CCC(c3ccccc3)=N2)cc1 (stereo unspecified)	7	nt	4	-6	-5	i	-18	6	2
Cc1sc2ncnc(NCC(O)c3ccc([N+](=O)[O-])cc3)c2c1C (stereo unspecified)	-2	i	3	-2	15	i	-17	11	-1

Eleven of the compounds above, bar-delimited.
Compound | NadD inh | Neddylation inh | CSN deneddyl inh | MT1-MMP act inh | SKN-1 inh | Rpn11 inh | MLLE-PAM2 inh | FAS TE block | Rin1 Abl inh
CCCNC(=O)c1ccc(Cn2cc(C(F)(F)F)ccc2=O)cc1 | -3 | i | -14 | 4 | 5 | i | 10 | -6 | 0
O=C(N/N=C/c1ccc(O)cc1)c1nc(-c2ccccc2)n(-c2ccccc2)n1 | 6 | i | -9 | 4 | 1 | i | 12 | -10 | -5
CCc1cc(=O)oc2cc(C)cc(OCC(=O)NCc3cccnc3)c12 | 3 | nt | -7 | -2 | 21 | i | 9 | -4 | 2
COC(=O)C1=C(C)N(Cc2ccccc2)C(=NCc2ccc(OC)cc2)N[C@H]1c1cccc(F)c1 | 5 | i | -3 | -6 | 8 | i | -115 | 6 | 0
O=C(Nc1ccc(OC(F)(F)F)cc1)C1CCCN(S(=O)(=O)c2cccnc2)C1 (stereo unspecified) | 1 | i | 0 | -9 | -29 | i | 12 | 4 | 0
Nc1nccnc1C(=O)OCC(=O)NNC(=O)c1ccccc1 | 0 | nt | -2 | -1 | 22 | i | -12 | 0 | 8.2*
N#Cc1c(-c2ccccc2)nc(-c2ccncc2)[nH]c1=O | 1 | i | -7 | 2 | -1 | i | -4 | -3 | 2
Cc1ccc(-c2nc3c4ccccc4ccn3c2Cc2ccccc2)cc1 | 12 | i | 3 | -5 | -4 | i | -3 | 16 | -2
COc1ccc(NS(=O)(=O)c2cccc(C(=O)OCC(=O)c3c(N)n(C)c(=O)n(C)c3=O)c2)cc1 | 8 | i | -7 | 0 | 11 | i | -9 | 7 | 5
COC(=O)C1=C(C)NC(=O)NC1c1ccc(N2CCC(c3ccccc3)=N2)cc1 (stereo unspecified) | 7 | nt | 4 | -6 | -5 | i | -18 | 6 | 2
Cc1sc2ncnc(NCC(O)c3ccc([N+](=O)[O-])cc3)c2c1C (stereo unspecified) | -2 | i | 3 | -2 | 15 | i | -17 | 11 | -1
